High-throughput results from PubChem.
SENP8 block-1 = human SENP8 protease inhibitors, primary screen, biochemical, fluorescence, Nedd8 protein substrate, uHTS | recombinant SENP8 | Sentrin-specific protease 8 (Homo sapiens), Q96LD8 | inhibition, % at 20 µM | actives 0.64% (n = 360,000) | AID 602440, 2012; in the data active = inhibition mostly above about 40%, no sharp cut-off; inactive = mostly below about 27%
SENP6 inh = SENP6 protease inhibitors, primary screen, biochemical, luminescence, uHTS; Recombinant SENP6 catalytic domain, aminoluciferin luminescence; inhibition, % at 10 µM; actives 1.8% (n = 330,000); AID 2599, 2010;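 active = inhibition above about 50% at the single tested dose, limit read from the data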;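 also: plate controls were DMSO wells with enzyme for no effect and DMSO wells lacking enzyme for full effect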
Target sequence (Q9GZR1 628-1112 limits assumed): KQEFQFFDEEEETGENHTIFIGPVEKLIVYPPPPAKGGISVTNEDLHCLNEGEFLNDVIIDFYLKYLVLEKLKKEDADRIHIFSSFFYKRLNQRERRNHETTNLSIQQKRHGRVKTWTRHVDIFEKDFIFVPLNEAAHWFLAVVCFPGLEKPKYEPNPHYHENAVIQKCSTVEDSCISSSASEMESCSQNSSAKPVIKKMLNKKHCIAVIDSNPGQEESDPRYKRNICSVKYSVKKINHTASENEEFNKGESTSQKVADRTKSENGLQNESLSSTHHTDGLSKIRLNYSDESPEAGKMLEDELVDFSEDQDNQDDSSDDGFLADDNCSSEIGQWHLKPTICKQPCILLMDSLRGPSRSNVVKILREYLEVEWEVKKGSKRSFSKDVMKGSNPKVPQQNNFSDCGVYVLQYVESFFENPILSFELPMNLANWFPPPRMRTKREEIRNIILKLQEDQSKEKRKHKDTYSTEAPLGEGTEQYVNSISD
Apaf1 inhib = inhibitors of human Apaf-1 apoptosome, primary screen, biochemical, DEVD-Rh110 fluorescence, uHTS; inhibition, % at 20 µM; reconstituted apoptosome caspase-3 activity; AID 489030, 2010; Apoptotic protease-activating factor 1 (Homo sapiens), O14727; actives 0.71% (n = 330,000); active = inhibition of at least 40% at 20 µM;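 also: plate controls were DMSO wells for no effect and DEVD-CHO caspase inhibitor wells for full effect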
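Material: reconstituted apoptosome with Apaf-1, cytochrome c, caspase-9, procaspase-3, dATP / Buffer or medium: pH 7.5 Hepes buffer with CHAPS, BSA, DTT / Also added: cytochrome c with DEVD-Rh110 / Schedule: compound with Apaf-1, dATP, procaspase-3 30 min, then 50 min reaction, room temperature / Technique: rhodamine 110 fluorescence at Ex 480/Em 540 nm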
SENP1 FRET inh = human SENP1 catalytic domain inhibitors, primary screen, biochemical, FRET, uHTS; inhibition, % at 10 µM; Sentrin-specific protease 1 (Homo sapiens), Q9P0U3; actives 0.21% (n = 360,000); recombinant SENP1 catalytic domain, CyPet-SUMO1-YPet FRET cleavage;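 active = inhibition at least 30% at 10 µM, raw YFP signal under a set limit, fluorescence ratio 0.5 to 1.5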;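 also: 0% = enzyme with DMSO and 100% = no enzyme wells; some results filed as inactive read as strong as hits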
Target sequence (Q9P0U3 419-644 limits assumed): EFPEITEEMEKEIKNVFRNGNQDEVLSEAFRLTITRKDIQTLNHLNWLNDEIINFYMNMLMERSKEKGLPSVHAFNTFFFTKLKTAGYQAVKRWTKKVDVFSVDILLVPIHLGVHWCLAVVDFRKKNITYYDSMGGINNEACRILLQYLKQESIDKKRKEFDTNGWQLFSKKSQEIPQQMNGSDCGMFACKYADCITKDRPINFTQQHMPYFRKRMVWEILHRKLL
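Assay system: hSENP1 catalytic domain, recombinant. Amount: SENP1 enzyme, 20 pM final. Schedule: 50 min reaction, RT, dark. Technique: FRET, CFP and YFP emission. Control set: no-enzyme wells low, DMSO-plus-enzyme wells high control.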
PfG6PD inh = PfG6PD enzyme inhibitors, primary screen, biochemical, fluorescence intensity, uHTS; glucose-6-phosphate dehydrogenase-6-phosphogluconolactonase (Plasmodium falciparum 3D7); PfGluPho enzyme, NADPH resazurin-diaphorase fluorescence; inhibition, % at 20 µM; actives 0.78% (n = 350,000);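 active = inhibition reaching at least a set limit at 20 µM in the primary screen, cut at about 59% in these data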;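 also: 0% = DMSO wells with substrate and 100% = DMSO wells lacking glucose-6-phosphate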
SENP8 block-2 = SENP8 protease inhibitors, primary screen, biochemical, luminescence; Sentrin-specific protease 8 (Homo sapiens), Q96LD8; purified SENP8, Z-RLRGG-aminoluciferin cleavage; inhibition, % at 10 µM; actives 1.2% (n = 330,000); AID 2540, 2010; in the data active = inhibition above about 50%
HKDC1 inhibitor = HKDC1 hexokinase inhibitors, primary screen, biochemical, fluorescence, uHTS; actives 0.16% (n = 340,000); Q2TB90; recombinant HKDC1, G6PDH/diaphorase resazurin coupled fluorescence; inhibition, % at 20 µM;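 active = inhibition above about 35% when tested at 20 µM, limit read from the data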;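 also: plate controls were DMSO wells with enzyme for no effect and DMSO wells lacking enzyme for full effect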
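Assay system: in-house recombinant HK5 (HKDC1) enzyme. Input: HKDC1 at 5 µg/mL. Medium: Tris pH 8.0 buffer with MgCl2, Tween-20, BSA, BME. Dosing: single 20 µM dose. Schedule: 90 min reaction incubation at room temperature, dark. Signal: resazurin-to-resorufin fluorescence via G6PDH and diaphorase coupling, 525/613 nm. Controls: DMSO-enzyme wells negative, buffer-substituted wells positive.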
SENP7 block = SENP7 protease inhibitors, primary screen, biochemical, luminescence, uHTS; inhibition, % at 5 µM; recombinant SENP7, Z-RLRGG-aminoluciferin luminescence, 40 min; actives 1.5% (n = 330,000); AID 434973, 2010; Sentrin-specific protease 7 (Homo sapiens), Q9BQF6;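 active = inhibition above about 50% at the single test dose, limit read from the data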;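 also: plate controls were DMSO with enzyme for no effect and no enzyme buffer wells for full effect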
Target sequence (Q9BQF6 706-1050 limits assumed): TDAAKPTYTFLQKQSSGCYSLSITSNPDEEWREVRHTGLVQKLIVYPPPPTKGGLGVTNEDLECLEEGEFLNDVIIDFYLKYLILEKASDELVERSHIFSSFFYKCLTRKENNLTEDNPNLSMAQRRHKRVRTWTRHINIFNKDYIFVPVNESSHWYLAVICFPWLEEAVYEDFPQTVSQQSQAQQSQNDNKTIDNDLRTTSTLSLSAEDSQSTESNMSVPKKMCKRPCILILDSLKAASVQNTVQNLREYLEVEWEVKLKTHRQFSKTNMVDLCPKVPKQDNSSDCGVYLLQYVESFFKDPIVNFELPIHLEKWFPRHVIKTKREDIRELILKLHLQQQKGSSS
An asterisk follows results filed as active; i = inactive; nt = no result given.

A first look (3 entries):
SMILES	SENP8 block-1	SENP6 inh	Apaf1 inhib	SENP1 FRET inh	PfG6PD inh	SENP8 block-2	HKDC1 inhibitor	SENP7 block
CC(Oc1ccc(Cl)cc1Cl)C(=O)NC1=NN(c2ccccc2)C(=O)C1 (stereo unspecified)	22	1	25	4	-26	0	3	-2
CCCCN(C(C)=O)C1CC(=O)N(c2ccc(OCCC)cc2)C1=O (stereo unspecified)	-5	-4	-3	4	-11	-2	-5	4
COc1ccc(NC(=O)CSc2nnc(NC(=O)C3CCC3)s2)cc1	6	-41	7	-1	3	-8	0	-14

Main list, repeating the preview:
SMILES	SENP8 block-1	SENP6 inh	Apaf1 inhib	SENP1 FRET inh	PfG6PD inh	SENP8 block-2	HKDC1 inhibitor	SENP7 block
CC(Oc1ccc(Cl)cc1Cl)C(=O)NC1=NN(c2ccccc2)C(=O)C1 (stereo unspecified)	22	1	25	4	-26	0	3	-2
CCCCN(C(C)=O)C1CC(=O)N(c2ccc(OCCC)cc2)C1=O (stereo unspecified)	-5	-4	-3	4	-11	-2	-5	4
COc1ccc(NC(=O)CSc2nnc(NC(=O)C3CCC3)s2)cc1	6	-41	7	-1	3	-8	0	-14
Cc1ccc(S(=O)(=O)NC(=NC2CCCCC2)c2ccc(Cl)cc2)cc1	8	2	2	-1	1	9	-7	-2
CN(CC(=O)Nc1ccccc1Br)c1ncnc2sccc12	-11	-8	-5	-46	10	1	-7	4
O=C(NNC(=O)c1cc(Br)ccc1Cl)c1csc(N2CCOCC2)n1	4	5	7	3	-2	3	-1	5
COC(=O)C(CC(=O)c1ccc(Cl)cc1)c1ccc(C(C)C)cc1 (stereo unspecified)	11	0	7	2	0	-21	-1	7
NC(=O)c1ccc(NC(=O)c2cccc(Oc3ccccc3)c2)cc1	9	38	3	1	2	10	-12	68*
O=C(CSc1ncc(-c2ccccc2)n1-c1ccccc1)NCc1ccco1	7	-11	-4	0	2	8	-3	0
O=C(Nc1ccccc1)OCCOc1ccccc1Br	2	-6	7	1	8	-13	2	7
CC1CC(Nc2ccccc2)c2ccccc2N1C(=O)c1ccco1 (stereo unspecified)	31	-37	12	-1	0	-3	4	2
CCCCc1cc(=O)oc2cc(C)cc(OCC(=O)N3CCC(C(=O)O)(c4ccccc4)CC3)c12	3	-15	14	3	-6	-9	-1	-2
Cc1ccccc1OCC(=O)NNC(=S)NC(=O)c1ccco1	4	-13	-11	5	-14	5	-14	4
CCOC(=O)CN1C(=O)CSc2ccc(S(=O)(=O)N3CCCC3)cc21	23	-7	-11	0	3	1	-3	1
CO/N=C/c1ccc(Oc2ccc([N+](=O)[O-])cc2[N+](=O)[O-])c(OC)c1	20	-5	8	1	94*	-5	-2	0
Cc1cc2ncn(-c3ncnc4scc(-c5ccccc5)c34)c2cc1C	-25	-7	9	1	10	-1	1	0
Cc1coc2c(C)c3oc(=O)c(CCC(=O)NCCN4CCOCC4)c(C)c3cc12	-142	-9	7	-5	26	-3	-1	-14
COC(=O)CNC(=O)CN1C(=O)NC2(CCCc3ccccc32)C1=O (stereo unspecified)	12	4	0	1	-2	2	-4	6
O=c1ccc(S(=O)(=O)N2CCC(Cc3ccccc3)CC2)c[nH]1	8	-14	9	0	-33	0	3	3
CCCCn1c(SCC(=O)N2CCCc3ccccc32)nc2c1c(=O)n(C)c(=O)n2C	14	-12	17	0	-5	-2	-12	-5
CON(C)C(=O)CCN(C(=O)OC(C)(C)C)c1ccccc1	16	6	2	2	-3	-3	-4	10
COC(=O)C1=C(C)NC(=S)NC1c1ccco1 (stereo unspecified)	-1	-18	5	0	-20	-5	16	-18
Cc1cccc(Nc2nc(N)nc(-c3oc4ccccc4c3C)n2)c1	-20	-7	22	0	45	-14	0	3
O=C(CSc1nc(=O)n2ccccc2n1)Nc1cccc2ccccc12	5	4	4	2	8	3	2	2
c1ccc2c(c1)CC1(CCCC1)N=C2N1CCOCC1	18	-12	-14	3	-8	2	-4	-4

The listing continues.
SMILES	SENP8 block-1	SENP6 inh	Apaf1 inhib	SENP1 FRET inh	PfG6PD inh	SENP8 block-2	HKDC1 inhibitor	SENP7 block
Cc1ccc(S(=O)(=O)c2cc3c(=O)n4cccc(C)c4nc3n(CC3CCCO3)c2=N)cc1C (stereo unspecified)	-422	-4	8	-36	-10	-4	-3	-3
CCN(CC)C(=O)c1[nH]cnc1C(=O)N[C@@H](C)C(=O)OC(C)(C)C	10	1	8	1	3	-6	-3	5
O=C(CN1C(=O)c2ccc([N+](=O)[O-])cc2C1=O)Nc1cc(S(=O)(=O)N2CCOCC2)ccc1Cl	24	8	-4	4	-4	6	2	-1
S=C(NCc1ccccc1Cl)Nc1ccccc1Cl	4	-5	4	4	15	-1	-1	6
CC1=CC(C)C2C(=O)N(CCCN(C)C)C(=O)C2C1 (stereo unspecified)	10	-1	-4	-1	14	-3	-7	2
COc1ccc2nc(SC)c(C#N)cc2c1	-134	-2	-7	-41	10	-12	-4	13
c1ccc(Oc2ccc(-c3ccnc4nc(N5CCN(c6ccccc6)CC5)nn34)cc2)cc1	-12	-25	20	3	14	-8	-2	-11
CC(C)C(NCc1c(Cl)cccc1Cl)C(=O)O (stereo unspecified)	5	-8	-6	1	-4	-5	-2	-5
CCOC(=O)SC1=N/C(=C\c2ccc(N(C)C)cc2)C(=O)S1	-2	26	4	16	18	14	2	5
CCc1nnc(NC(=O)CSc2nnc(Cc3ccccc3)n2Cc2ccccc2)s1	13	-1	12	-1	-21	-7	-1	-4
CCN(CC)N=Nc1[nH]nc2nc(C)cc(C)c12	-8	-10	6	-3	14	-1	3	-2
O=C(O)CCCCCNS(=O)(=O)c1ccc2c3c(cccc13)C(=O)N2	i	-5	-11	-76	14	-1	12	-6
O=C(CCC1CCCN(C(=O)c2ccncc2)C1)NCc1ccc(F)c(F)c1 (stereo unspecified)	18	15	-6	0	-6	-11	-1	-2
COc1ccc(C(=O)Nc2ccc(C3(C#N)CCCC3)cc2)cc1OC	4	96*	-2	1	1	93*	0	95*
Cc1ccnc2nc(C(=O)OCC(=O)N(CC(C)C)CC(C)C)nn12	14	-10	5	1	-8	0	1	7
COc1ccc(C(=O)NCc2nnc(SCC(=O)Nc3ccccc3OC)n2C)cc1	10	-20	-1	1	-4	0	1	2
Cc1cccc(-c2nsc(SCC(=O)N3CCCC3)n2)c1	33	80*	16	0	-12	49	-14	67*
CCN1CCN(c2nc(S(=O)(=O)c3ccc(C)cc3)c(Cl)s2)CC1	13	-33	13	3	3	-6	-9	-1
O=C(Cc1ccc(S(=O)(=O)N2CCOCC2)s1)OCc1ccc(Cl)cc1	-25	20	-14	-11	11	5	-1	1
CC(=O)NNc1nc(-c2ccc(NC(C)=O)cc2)cs1	-4	-17	-19	3	6	-11	-10	1
CCOc1ccc(C2c3c(oc4ccccc4c3=O)C(=O)N2CCCN2CCOCC2)cc1OCC (stereo unspecified)	-20	2	-7	-5	24	1	-12	-7
COc1ccc(Oc2ccc(C(F)(F)F)cc2N)cc1	15	2	7	3	17	2	2	8
CCC(C(=O)OC)n1cnc2c(nnn2-c2ccc(C)cc2)c1=O (stereo unspecified)	16	9	10	0	-7	-5	-1	3
COc1cc(/C=N/NC(=O)c2sc(N)c(C#N)c2C)cc(Br)c1O	-388	18	-3	2	33	-5	4	-5
O=C1C2C3c4ccccc4C(c4ccccc43)[C@@H]2C(=O)N1c1cccnc1 (stereo partly specified)	6	-10	17	3	2	-4	-9	7

Additional compounds.
SMILES	SENP8 block-1	SENP6 inh	Apaf1 inhib	SENP1 FRET inh	PfG6PD inh	SENP8 block-2	HKDC1 inhibitor	SENP7 block
CCc1ccc(CN/C=C/C(=O)c2ccc(Br)cc2)cc1	-11	-6	25	-18	4	-14	2	-1
CCOC(=O)c1cc2c(=O)n3ccccc3nc2n(Cc2ccco2)c1=NC(=O)c1ccc(OC)cc1	-417	-27	13	-31	8	-7	-4	-12
CC(=O)OCCn1c2nc(=O)[nH]c(=O)c-2nc2cc(C)c(C)cc21	16	28	18	-27	-16	17	8	22
N#Cc1nc(Cc2cccc3ccccc23)oc1N1CCCCC1	15	-14	14	-2	-18	-4	-1	-3
O=C(NNc1ccnc2cc(Cl)ccc12)C1CCCCC1	12	1	-2	-1	14	3	-4	5
Cc1cc(C)c(NC(=S)N(CCCN2CCOCC2)Cc2cccnc2)c(C)c1	10	-18	8	1	5	-7	-4	-8
COc1ccc([N+](=O)[O-])cc1NC(=S)NC(NC(=O)Cc1ccc(OC)c(OC)c1)C(Cl)(Cl)Cl (stereo unspecified)	16	7	13	1	16	11	2	3
CO/N=C(\Cn1ncc(NC2CCCCC2)c(Br)c1=O)c1ccc(Cl)cc1	19	-15	30	1	9	2	-1	0
CN(C)CCNC(=O)c1cc(Sc2ccc(F)cc2)nc2ccccc12	nt	5	-15	nt	nt	-4	nt	0
CCCCN(C(=O)c1cc(OC)c(OC)c(OC)c1)C1=CC2CCC(C1)N2C (stereo unspecified)	23	-31	5	0	-6	-6	-4	-7
Cc1ccc(C(=O)C(C)Sc2nnc(N)s2)cc1 (stereo unspecified)	6	9	-7	1	-5	-5	-2	-1
C=C1c2cc3c(cc2NC(=S)N1Cc1ccccc1)OCO3	-25	-1	5	-44	12	0	4	4
Cc1ccccc1N(C(=O)c1snc(C(N)=O)c1N)C(C)C(=O)NC1CCCCC1 (stereo unspecified)	-287	-2	17	-34	10	0	-5	3
CCOC(=O)N1CCN(C(=O)c2cc3c(=O)n(C)c4ccccc4c3n2C)CC1	3	-10	-8	-1	20	-2	0	6
COc1ccc(C2CC(=O)NC(=O)C2)cc1	13	-26	1	0	-2	-9	-5	-9
COc1cc(C)c(Cl)cc1S(=O)(=O)N1CCCC1	7	-2	-4	4	0	-2	5	7
Cc1cc(C(=O)CSc2nnc(-c3ccc4c(c3)OCO4)o2)c(C)n1-c1ccc(F)cc1	10	-12	10	-4	47	-5	2	7
COc1ccccc1/C=N/Nc1nc(C)cc(C)n1	2	-17	-4	-3	-4	-1	3	4
COc1ccc(C(=O)N2CCN(c3nc4ccccc4o3)CC2)cc1OC	10	-22	7	1	2	-12	-1	0
O=C(Nc1ccccn1)C1CCN(c2ncnc3c2nc2n3CCCCC2)CC1	11	-18	-8	1	-5	1	-3	1
Cc1c(C)c2c(OCC(=O)N3CCC(C(=O)O)CC3)cc3c(c2oc1=O)CCC(C)(C)O3	-175	0	-4	1	17	1	7	24

One compound at a time, from the list above. Screens in order: SENP8 block-1 | SENP6 inh | Apaf1 inhib | SENP1 FRET inh | PfG6PD inh | SENP8 block-2 | HKDC1 inhibitor | SENP7 block
Profile of CO/N=C(\Cn1ncc(NC2CCCCC2)c(Br)c1=O)c1ccc(Cl)cc1 → 19 | -15 | 30 | 1 | 9 | 2 | -1 | 0
Profile of C=C1c2cc3c(cc2NC(=S)N1Cc1ccccc1)OCO3 → -25 | -1 | 5 | -44 | 12 | 0 | 4 | 4
